MBNL1 CUG block = blocks human MBNL1 binding to CUG repeat RNA. Potency, µM (series often up to 57.5 µM), without a hit: at the highest dose activity change, negative = inhibition, most hits filed as inhibitors. Q9NR56. TR-FRET MBNL1-His/biotin-(CUG)12 binding, 665/545 ratio. 280,000 tested, 0.036% active; active means well fitted inhibition curve with a large enough effect in the signal ratio, with a control signal flat, not every such curve was filed as active; inconclusive means small, poorly fitted or top-dose-only effect, or effect the other way, or a change in a side signal; inactive means no such curve, though single readings can be large or run the other way; the % refers to the signal ratio; further: on the % scale 0 is the no-effect control and ±100 the full control effect
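TR-FRET readout: Ex 340 nm, 665/545 nm emission ratio, normalized to buffer-only (basal) and MBNL1-(CUG)12 controls. Complex of MBNL1-His with Biotin-(CUG)12, compounds 92 nM–58 uM, incubated 60 min at room temperature.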
NPC1 prom act = activators of NPC1 promoter. Huh7 NPC1 promoter luciferase reporter, 24 h. Potency, µM (highest dose often 9.22 µM), inactives show top-dose activation, most hits filed as activators. 320,000 tested, 2.4% active. AID 485313;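 further: % of control where 0% means no effect; nearly all actives have a fitted effect of over 60% in size; reporter is driven by a mutant NPC1 promoter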
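Compounds in DMSO were transferred onto Huh7 NPC1-luciferase reporter cells pre-incubated 2 h; after 24 h at 37 °C, Amplite reagent was dispensed and luminescence recorded 10 min later.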
RORg inh = inhibitors of mouse ROR gamma transcriptional activity; Drosophila S2 Gal4-RORgamma UAS-luciferase reporter, 20 h; 310,000 tested, 5.4% active; Potency, µM (doses to about 53.6 µM), for inactives: at the highest dose activity change, negative = inhibition, most hits filed as inhibitors; P51450; further: on the % scale 0 is the no-effect control and ±100 the full control effect; nearly all actives have a fitted effect of over 60% in size
Target sequence (P51450 whole entry, looked up, the tested form may be a part): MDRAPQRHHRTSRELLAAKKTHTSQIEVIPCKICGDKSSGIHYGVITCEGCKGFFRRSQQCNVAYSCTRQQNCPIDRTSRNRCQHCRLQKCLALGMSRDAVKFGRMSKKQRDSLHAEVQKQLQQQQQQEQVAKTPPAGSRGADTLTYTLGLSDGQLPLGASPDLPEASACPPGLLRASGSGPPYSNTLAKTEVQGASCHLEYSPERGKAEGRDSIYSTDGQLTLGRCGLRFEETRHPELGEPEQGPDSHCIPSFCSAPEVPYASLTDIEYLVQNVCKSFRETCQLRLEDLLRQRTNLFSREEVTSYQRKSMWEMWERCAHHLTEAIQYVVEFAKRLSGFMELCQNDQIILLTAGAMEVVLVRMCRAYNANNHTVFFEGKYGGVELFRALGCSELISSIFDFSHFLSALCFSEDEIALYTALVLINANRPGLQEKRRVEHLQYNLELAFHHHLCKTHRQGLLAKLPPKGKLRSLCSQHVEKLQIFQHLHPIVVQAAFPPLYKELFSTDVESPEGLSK
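A Gal4/UAS one-hybrid system in insect cells: metallothionein-promoter Gal4–ROR gamma fusion plus Photinus luciferase reporter. Copper sulfate 700 uM final, 20 hr ambient incubation, luminescent detection after 10 min with reagent.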
BRCA1 expr up = increases BRCA1 expression | MCF7-BRCA1-FFLuc reporter, luminescence, 48 h; response scale: scaled: vehicle 0%, 10 µM genistein 100% | 380,000 tested, 1.1% active | AID 624202 | Potency, µM (doses to about 46.1 µM), without a hit: at the top dose activation, most hits filed as activators; further: nearly all actives have a fitted effect of over 80% in size; some results filed as inactive show a strong effect at the top dose
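Luminescence from a BRCA1-driven firefly luciferase in MCF7 cells was read after 48 h compound exposure at 37 C. Data normalized against DMSO and a 10microM genistein activation control, then curve-fitted across the titration.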
FLuc counter = inhibits or activates purified firefly luciferase, miR-21 counter-screen; P08659; purified FLuc, Km substrates, luminescence inhibition; Potency, µM (series often up to 57.5 µM), without a hit: top-dose activity change, negative = inhibition, actives largely listed as inhibitors; 360,000 tested, 6.9% active; AID 588342;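 further: plate controls were vehicle for no effect and reference inhibitor for full effect; nearly all actives have a fitted effect of over 55% in size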
Target sequence (P08659 whole entry, looked up): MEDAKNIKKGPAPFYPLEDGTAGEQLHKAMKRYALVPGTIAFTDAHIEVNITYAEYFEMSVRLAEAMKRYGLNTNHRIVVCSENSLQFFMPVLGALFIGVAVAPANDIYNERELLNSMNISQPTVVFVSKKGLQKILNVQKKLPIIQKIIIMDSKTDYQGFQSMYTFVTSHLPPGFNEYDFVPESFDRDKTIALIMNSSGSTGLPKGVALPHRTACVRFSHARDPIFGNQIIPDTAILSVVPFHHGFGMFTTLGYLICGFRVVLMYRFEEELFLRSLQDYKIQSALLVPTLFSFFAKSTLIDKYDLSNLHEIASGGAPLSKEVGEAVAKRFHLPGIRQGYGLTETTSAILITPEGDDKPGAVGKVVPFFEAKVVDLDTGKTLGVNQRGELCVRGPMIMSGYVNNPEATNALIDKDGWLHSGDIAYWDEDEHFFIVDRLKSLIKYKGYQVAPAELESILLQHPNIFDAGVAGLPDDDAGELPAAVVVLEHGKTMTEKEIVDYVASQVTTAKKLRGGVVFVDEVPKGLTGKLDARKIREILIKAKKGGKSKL
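Biochemical qHTS of compounds, final roughly 60 µM downward over six points, against 10 nM purified firefly luciferase using Km concentrations of substrates (10 uM D-luciferin, 10 uM ATP) in Tris acetate pH 7.5 buffer; luminescence output.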
ELG1 genotox = genotoxicity induction in ELG1-luciferase HEK293T cells; AID 504466; Potency, µM (series often up to 46 µM), inactives show top-dose activity change, positive = activation, actives largely listed as activators; HEK293T ELG1-luciferase reporter, luminescence, 16 h; 330,000 tested, 1.3% active; further: % of control where 0% means no effect; nearly all actives have a fitted effect of over 60% in size
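Genotoxicity was scored as increased ELG1-luciferase reporter signal, measured by ONE-Glo luminescence (30 min, room temperature). Compound or vehicle exposure of the HEK293T reporter cells lasted 16 hr at 37°C.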
p53 reactivator = restores transcriptional activity of mutant p53. H1299 p53-A138V BP100-luciferase reporter, luminescence, 24 h. Potency, µM (series often up to 92.2 µM), without a hit: at the top dose activity change, positive = activation, most hits filed as activators. AID 504706. 320,000 tested, 0.063% active; further: % of control where 0% means no effect; nearly all actives have a fitted effect of over 45% in size
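H1299 (p53-null), stable ts p53-A138V + BP100-Luc; 1000 cells/well, Opti-MEM/10% FBS; cpd 4 pt, 1:5; 24 h, 37 deg C, 5% CO2; detection reagent 10 min RT; luminescence.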
VP16 counter = inhibits Gal4-VP16 luciferase reporter, ROR gamma counter-screen. Drosophila S2 Gal4-VP16 UAS-luciferase, luminescence, 20 h. Potency, µM (series often up to 53.6 µM), for inactives: at the highest dose activity, negative = inhibition, hits mostly inhibitors. 310,000 tested, 3.5% active;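 further: Gal4-VP16 expression switched on by copper sulfate through the metallothionein promoter; on the % scale 0 is the no-effect control and ±100 the full control effect; nearly all actives have a fitted effect of over 50% in size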
uPA generation = blocks generation of uPA at the cell surface; cell surface uPA generation assay, qHTS; Potency, µM (doses to about 38.3 µM), inactives show at the highest dose activity change, negative = inhibition, most hits filed as inhibitors; 330,000 tested, 0.31% active; active means well fitted inhibition curve with a large enough effect; inconclusive means small, poorly fitted or top-dose-only effect; inactive means no such curve, though single readings can be large or run the other way; tested in mouse RAW 264.7 cells; further: on the % scale 0 is the no-effect control and ±100 the full control effect; nearly all actives have a fitted effect of over 55% in size
Rab9 promoter act = activates the Rab9 promoter; AID 485297; Potency, µM (highest dose often 9.22 µM), for inactives: at the top dose activation, negative = inhibition, hits mostly activators; 320,000 tested, 2.8% active; Huh7 Rab9 promoter-luciferase reporter, luminescence, 24 h; further: % of control where 0% means no effect; nearly all actives have a fitted effect of over 60% in size
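Steps: seed 1500 Huh7 Rab9-luc cells per well, rest 2 h at 37 °C; add compound in DMSO; incubate 24 h; add luciferase reagent, 10 min ambient; read luminescence.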
An asterisk follows results filed as active; [ ] = dose if it differs, or a comment. Unless noted, the call rests on the fitted dose curve; in most records, active means well fitted curve in the direction sought with a large enough effect; inconclusive means small, poorly fitted or top-dose-only effect, or another doubt; inactive means no such curve, though single readings can be large; an effect the other way counts as inactive or inconclusive. Potency means the concentration at half of the fitted maximal effect.

For O=C(Nc1cccc2ccccc12)/C(=C/c1cccc([N+](=O)[O-])c1)NC(=O)c1cccs1 the results were MBNL1 CUG block 10.6%, NPC1 prom act -0.7%, RORg inh -25.0%, BRCA1 expr up -18.5%, FLuc counter 5.8%, ELG1 genotox -8.4%, p53 reactivator -8.9%, VP16 counter -10.9%, uPA generation 3.1% and Rab9 promoter act -3.6%.
For Cc1cc(C)c[n+](C[n+]2cc(C)cc(C)c2)c1 the results were MBNL1 CUG block -14.2%, NPC1 prom act -2.3%, RORg inh 2.5%, BRCA1 expr up -16.3%, FLuc counter -2.5%, ELG1 genotox 0.0%, p53 reactivator 6.4%, VP16 counter 0.2%, uPA generation -1.0% and Rab9 promoter act -6.4%.
O=C(CSc1nc2c(c(=O)n1-c1ccc(Cl)cc1)SCC2)N1CCCC1 was read as MBNL1 CUG block inconclusive, NPC1 prom act 6.9%, RORg inh 3.0%, BRCA1 expr up -36.0%, FLuc counter 3.3%, ELG1 genotox 0.8%, p53 reactivator -3.0%, VP16 counter 10.1%, uPA generation 2.7% and Rab9 promoter act -2.0%.
Screening O=C(CSc1nc(-c2ccco2)cc(C(F)(F)F)n1)N1CCc2ccccc2C1 returned MBNL1 CUG block 8.4%, NPC1 prom act -2.4%, RORg inh inconclusive, BRCA1 expr up -15.2%, FLuc counter 8.3%, ELG1 genotox -4.7%, p53 reactivator -3.8%, VP16 counter inconclusive, uPA generation -2.5% and Rab9 promoter act -5.1%.
For Cc1cc2c(cc1C)C(c1cc(Br)ccc1F)CC(=O)N2 (stereo not given) the results were MBNL1 CUG block -14.5%, NPC1 prom act -12.8%, RORg inh -39.6%, BRCA1 expr up -43.7%, FLuc counter -1.2%, ELG1 genotox 4.4%, p53 reactivator 1.8%, VP16 counter inconclusive, uPA generation -10.9% and Rab9 promoter act -12.7%.
`Cc1cccc(N(Cc2ccc(Cl)cc2)S(C)(=O)=O)c1` gave MBNL1 CUG block 3.6%, NPC1 prom act 1.2%, RORg inh 22.1%, BRCA1 expr up -13.3%, FLuc counter 2.1%, ELG1 genotox -0.6%, p53 reactivator -4.7%, VP16 counter -14.5%, uPA generation 2.3% and Rab9 promoter act -3.6%.
Screening CCc1ccc(S(=O)(=O)Nc2c(C)nc3nc[nH]n3c2=O)cc1 returned MBNL1 CUG block -3.6%, NPC1 prom act -1.0%, RORg inh 13.0%, BRCA1 expr up -0.1%, FLuc counter 0.5%, ELG1 genotox -4.4%, p53 reactivator -2.6%, VP16 counter -9.8%, uPA generation 1.1% and Rab9 promoter act 12.6%.
`CC(C)(C)c1ccc(C(=O)c2c[nH]c(C(=O)NCC3CCCO3)c2)cc1` (stereo not given) gave MBNL1 CUG block -3.5%, NPC1 prom act 1.9%, RORg inh inconclusive, BRCA1 expr up 21.8%, FLuc counter inconclusive, ELG1 genotox -2.0%, p53 reactivator 8.0%, VP16 counter 12.6µM*, uPA generation -4.6% and Rab9 promoter act 1.1%.
NNC(=O)c1sc2nc(N3CCOCC3)c3c(c2c1N)CCCC3 was read as MBNL1 CUG block inconclusive, NPC1 prom act -1.5%, RORg inh -16.3%, BRCA1 expr up -52.4%, FLuc counter 2.3%, ELG1 genotox -3.6%, p53 reactivator -0.7%, VP16 counter 11.7%, uPA generation -16.8% and Rab9 promoter act -8.0%.
For CCOC(=O)c1ccc(NC(=O)CSc2nc(=O)n(CCN3CCOCC3)c3c2CCC3)cc1 the results were NPC1 prom act 1.4%, BRCA1 expr up -41.5%, FLuc counter 4.4%, ELG1 genotox -0.9%, p53 reactivator -1.6%, uPA generation -1.5% and Rab9 promoter act -1.1%.
`O=C(NC(=S)NNC(=O)c1ccco1)c1ccc(Br)cc1` gave MBNL1 CUG block 9.4%, NPC1 prom act 0.4%, RORg inh 12.6µM*, BRCA1 expr up -19.7%, FLuc counter 0.1%, ELG1 genotox 1.0%, p53 reactivator 25.6%, VP16 counter inconclusive, uPA generation -1.8% and Rab9 promoter act 0.4%.
CCc1ccc(OCC2NCCc3cc(OC)c(OC)cc32)cc1 (stereo not given) was read as MBNL1 CUG block 3.1%, NPC1 prom act -1.6%, RORg inh -14.1%, BRCA1 expr up -35.0%, FLuc counter 1.0%, ELG1 genotox -4.1%, p53 reactivator -9.5%, VP16 counter -5.1%, uPA generation 5.9% and Rab9 promoter act -2.4%.
For COCC(=O)Nc1cc(OC)ccc1OC the results were MBNL1 CUG block -3.3%, NPC1 prom act 1.7%, RORg inh -12.4%, BRCA1 expr up -13.8%, FLuc counter -1.6%, ELG1 genotox 4.9%, p53 reactivator -3.9%, VP16 counter 0.8%, uPA generation 3.6% and Rab9 promoter act -1.7%.
N=c1oc2ccc(Br)cc2cc1C(=O)NCc1ccccc1 was read as MBNL1 CUG block 68.5%[activator], NPC1 prom act -5.9%, RORg inh -16.2%, BRCA1 expr up -3.8%, FLuc counter -0.8%, ELG1 genotox 13.9%, p53 reactivator -4.3%, VP16 counter -2.4%, uPA generation 4.2% and Rab9 promoter act 6.0%.
For O=C(CCC1CCCC1)N1CCN(C(=O)COc2ccccc2)CC1 the results were MBNL1 CUG block 4.4%, NPC1 prom act 0.3%, RORg inh 15.5%, BRCA1 expr up -24.1%, FLuc counter 2.4%, ELG1 genotox 0.1%, p53 reactivator -4.3%, VP16 counter 1.2%, uPA generation -1.0% and Rab9 promoter act 5.4%.
Screening Cc1ccc(S(=O)(=O)N2CCC(C(=O)Nc3ccc(S(=O)(=O)N4CCCC4)cc3)CC2)cc1 returned NPC1 prom act 2.1%, BRCA1 expr up -41.2%, FLuc counter 7.3%, ELG1 genotox -9.6%, p53 reactivator -3.6%, uPA generation -4.4% and Rab9 promoter act -3.8%.
CCCCNC(=O)C1CC(=O)N(C2CCCC2)C1 (stereo not given) was read as MBNL1 CUG block -11.2%, NPC1 prom act 0.6%, RORg inh 15.3%, BRCA1 expr up 0.1%, FLuc counter 7.0%, ELG1 genotox 4.6%, p53 reactivator -2.7%, VP16 counter -1.7% and Rab9 promoter act 11.5%.
Cc1ccc(CNC(=O)CSc2nc3[nH]ncc3c(=O)[nH]2)cc1 was read as MBNL1 CUG block -5.7%, NPC1 prom act -3.3%, RORg inh -10.0%, BRCA1 expr up 10.6%, FLuc counter 7.8%, ELG1 genotox 0.1%, p53 reactivator 0.9%, VP16 counter -5.6%, uPA generation -4.1% and Rab9 promoter act -6.6%.
CN1CCN(c2nc3nonc3nc2N2CCN(C)CC2)CC1 was read as MBNL1 CUG block 25.9%, NPC1 prom act -3.4%, RORg inh -16.7%, BRCA1 expr up 0.3%, FLuc counter 2.1%, ELG1 genotox 0.6%, p53 reactivator -8.7%, VP16 counter -11.8%, uPA generation 5.6% and Rab9 promoter act 0.1%.
OCCNc1nc(Nc2ccc(Br)cc2)nc2ccccc12 was read as MBNL1 CUG block -19.6%, NPC1 prom act -7.3%, RORg inh 8.3%, BRCA1 expr up -7.8%, FLuc counter 16.9µM*, ELG1 genotox -7.7%, p53 reactivator 11.1%, VP16 counter -17.0%, uPA generation -8.3% and Rab9 promoter act 0.4%.
`CC(=O)c1ccc(OC(=O)COc2ccccc2)cc1` gave MBNL1 CUG block -1.8%, NPC1 prom act 0.9%, RORg inh -8.2%, BRCA1 expr up -1.3%, FLuc counter 21.3µM*, ELG1 genotox 24.3%, p53 reactivator 4.3%, VP16 counter 1.3%, uPA generation 3.1% and Rab9 promoter act 0.0%.
Cc1ccc(-c2nnc(Nc3ccc(CC(N)=O)cc3)c3ccccc23)cc1 was read as MBNL1 CUG block inconclusive, NPC1 prom act -3.6%, RORg inh inconclusive, BRCA1 expr up -36.1%, FLuc counter inconclusive, ELG1 genotox 1.1%, p53 reactivator 1.3%, VP16 counter -27.4%, uPA generation -23.1% and Rab9 promoter act 4.6%.
Screening COc1ccc(C2C(C(=O)Nc3ccccn3)=C(C)Nc3ncnn32)c(OC)c1 (stereo not given) returned MBNL1 CUG block 3.5%, NPC1 prom act 1.2%, RORg inh -12.7%, BRCA1 expr up -1.2%, FLuc counter -0.3%, ELG1 genotox 3.4%, p53 reactivator -4.3%, VP16 counter 1.8%, uPA generation 4.4% and Rab9 promoter act -3.5%.
O=[N+]([O-])c1ccc(N2CCCCC2)cn1 was read as MBNL1 CUG block inconclusive, NPC1 prom act -0.6%, RORg inh 33.4%, BRCA1 expr up 72.6%, FLuc counter -16.0%, ELG1 genotox 7.0%, p53 reactivator -1.4%, VP16 counter 3.2%, uPA generation 6.4% and Rab9 promoter act 15.0%.
`O=C(Nc1ccc(Cl)cc1C(F)(F)F)C(Sc1nnc(-c2cccs2)o1)c1ccccc1` (stereo not given) gave MBNL1 CUG block -11.0%, NPC1 prom act 9.0%, RORg inh -27.1%, BRCA1 expr up -26.3%, FLuc counter -15.9%, ELG1 genotox -0.6%, p53 reactivator inconclusive, VP16 counter 2.4%, uPA generation -10.8% and Rab9 promoter act 15.2%.
`CCOc1ccc(CCNC(=O)CSCC(=O)Nc2ccc(OC)cc2)cc1OCC` gave NPC1 prom act 0.0%, BRCA1 expr up -9.1%, FLuc counter -0.9%, ELG1 genotox -1.7%, p53 reactivator 3.2%, uPA generation -13.8% and Rab9 promoter act -7.9%.
Screening COc1cccc(NC(=O)c2nn(C)c3c2CS(=O)(=O)c2ccccc2-3)c1 returned MBNL1 CUG block -9.4%, NPC1 prom act -2.7%, RORg inh 4.8%, BRCA1 expr up -7.9%, FLuc counter 4.5%, ELG1 genotox 2.4%, p53 reactivator 9.0%, VP16 counter -0.6%, uPA generation 7.4% and Rab9 promoter act -1.1%.
